Compound activity deposited in PubChem by Broad Institute.
JMJD2C inh: human JMJD2C demethylase inhibition | Q9H3R0 | GST-JMJD2C(1-420) H3K9me3 demethylation, DELFIA europium | inhibition, % at 2.35 µM | 330,000 tested, 0.069% active;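 active = more than half of a compound's replicate wells show inhibition beyond 50%, single wells judged on their own value; inconclusive = some, but no more than half, of replicates pass 50% inhibition; inactive = no replicate passes 50% inhibition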;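 note: signal counts dimethyl H3K9 product captured on neutravidin plate; 0% = median of DMSO wells and 100% = 0.3 times that DMSO median; strong numbers were not always called active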
Target sequence (Q9H3R0 1-420 limits assumed): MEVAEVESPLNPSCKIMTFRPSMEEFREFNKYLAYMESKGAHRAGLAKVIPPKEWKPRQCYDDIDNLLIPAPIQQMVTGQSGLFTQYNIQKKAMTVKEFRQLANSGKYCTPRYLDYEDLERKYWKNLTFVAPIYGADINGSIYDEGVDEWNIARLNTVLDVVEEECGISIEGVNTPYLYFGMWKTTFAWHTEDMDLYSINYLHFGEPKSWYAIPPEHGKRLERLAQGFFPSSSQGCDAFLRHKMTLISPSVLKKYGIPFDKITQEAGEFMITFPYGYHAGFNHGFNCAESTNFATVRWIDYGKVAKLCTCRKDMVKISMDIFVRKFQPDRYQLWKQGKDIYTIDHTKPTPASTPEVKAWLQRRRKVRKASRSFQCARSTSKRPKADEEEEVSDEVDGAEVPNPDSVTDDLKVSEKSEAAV
* marks the source's active call; other numbers are inactive results; u = inconclusive.

JMJD2C inh	SMILES
0	CCCc1nc(SCC(=O)Nc2cc(Cl)ccc2OC)c2c(=O)n(C)c(=O)n(C)c2n1
4	CCCC[C@@H]1CNC(=S)N1CCCc1cc(OC)c(OC)c(OC)c1
-5	COCCCNC(=O)c1c(N)n(/N=C/c2ccccn2)c2nc3ccccc3nc12
-5	COc1ccccc1CN1CCNC(=O)C1CC(=O)N(C)Cc1cnccn1 (stereo not given)
-5	CC(=O)NC1CC(C)(C)N(OC(C)=O)C(C)(C)C1
-15	CC(C)(C)c1ccc(Cn2nnc3c(=O)[nH]c(C4CCN(C(=O)c5ccco5)CC4)nc32)cc1
-36	Cc1cc(=O)n2c3ccccc3n(CC(O)CN3CCC(C)CC3)c2c1C#N (stereo not given)
-1	O=C(c1ccc(S(=O)(=O)N2CCCCC2)cc1)c1nnc(-c2ccc(Cl)cc2)o1
-6	Cc1cccc(SCc2noc(C(=O)NCC3CCCO3)c2C(=O)O)c1 (stereo not given)
-18	COCCN1C(=O)c2ccccc2C(C(=O)N2CCN(c3ccccn3)CC2)C1c1ccc(F)cc1 (stereo not given)
5	Cc1cccc(-c2cc(C(=O)Nc3ccncc3)c3ccccc3n2)c1
7	Cn1c(N)c(C(=O)c2cc(-c3ccccn3)nc3ccccc23)c(=O)[nH]c1=O
1	Cc1nn(-c2ccccc2)nc1CNC(=O)C(C)Cc1ccccc1 (stereo not given)
-4	COc1ccc2[nH]c(=O)c(-c3nnn(-c4ccccc4)n3)cc2c1
-9	CCCSc1nc2sc3c(c2c(=O)n1-c1ccc(OC)cc1)CCN(C)C3
-7	O=C(CCC1CCCCC1)Nc1nnc(C(F)(F)F)s1
0	Cc1ccc(NC(=O)Nc2ccc(Cl)cn2)cc1
9	Cc1ccc(NS(=O)(=O)c2ccc(NC(=O)C3CC3)cc2)cc1C
5	CCn1cc(C(=O)NCc2ccccn2)c(=O)c2cc(S(=O)(=O)N3CCCCC3)ccc21
3	O=C(N/N=C/c1ccc[nH]1)c1c[nH]c2ccccc12
-10	O=C1c2cccc3c(O)ccc(c23)C(=O)N1Cc1ccco1
16	c1ccc(-n2ncc3c2ncn2c(C4CCCCC4)nnc32)cc1
-7	Cc1c(CNCCc2ccc(Cl)cc2)c(C(=O)O)c(C)n1-c1ccccc1
-47	CC(=O)c1ccc(N(C(=O)Cn2nnc3ccccc32)C(C(=O)NC2CCCCC2)c2cn(C)nc2C)cc1 (stereo not given)
-30	COc1ccc(-n2nc3cc(C)c(NC(=O)CC(C)C)cc3n2)cc1
-9	COc1cc(C2C(C(=O)c3cc4ccccc4o3)=C(O)C(=O)N2CCN2CCOCC2)ccc1OCCC(C)C (stereo not given)
-1	COCCNC(=O)c1onc(CSc2ccc(C(C)C)cc2)c1C(=O)O
2	Cc1ccc(-c2nnc(N3CCOCC3)c3ccccc23)cc1S(=O)(=O)N(C)C
-17	COC(C[C@H](O)C[C@@H](O)[C@H](C)OCc1ccccc1)OC
1	O=C(NCC1CCCO1)c1onc(CSc2ccc(F)cc2)c1C(=O)O (stereo not given)
-1	COc1ccc(Nc2nc(C)cc(-c3cc(-c4ccccc4)on3)n2)cc1
7	O=S(=O)(c1cccc2ccccc12)N1CCCCC1
0	COc1ccc(C2/C=C\CN(S(=O)(=O)c3ccc(C)cc3)CC(=O)N2Cc2ccc(F)cc2)cc1 (stereo not given)
8	CC(C)CC1(C(=O)NCc2ccccn2)C=CCN1C(=O)c1ccccc1 (stereo not given)
28	COc1ccc(/C=N/N=C(\N)c2nonc2N)cc1
-7	CCN(CC)Cc1cc2[nH]c3c4ccc(Cl)cc4ncc3c2cc1OC
8	COc1ccc(CC(=O)O)cc1O
2	COC(C[C@@H]1O[C@H]1[C@@H](O)[C@@H](C)OCc1ccccc1)OC
-10	O=C(Nc1ccn(Cc2ccccc2)n1)c1cccc(F)c1
-6	O=C1CCC(=O)N1OCCCOc1ccc(Br)cc1Cl
4	OC(CNCc1ccco1)COc1ccccc1 (stereo not given)
-6	N#C/C(=C/c1ccc(N2CCCCC2)o1)C(=O)Nc1ccc2ccccc2c1
-8	CC1(C)c2[nH]c3ccccc3c2C[C@H]2C(=O)N(Cc3ccccc3F)C(=O)N21
0	CCCCN1CC[C@H]2C=CC[C@@H](C(=O)Nc3nccs3)[C@H]2C1=O
-18	C[N+](C)(C)C(Cc1c[nH]c2ccccc12)C(=O)[O-] (stereo not given)
7	O=c1c2ccccc2cnn1-c1nc2ccccc2[nH]1
20	CC(C)c1ccc(S(=O)(=O)N2CCN(CCC(=O)Nc3ccc(N(C)C)cc3)CC2)cc1
-7	COc1cccc(N=c2oc3c(C)ncc(CO)c3cc2C(=O)Nc2ccccc2OC)c1
-19	CC(=O)Nc1sc(N/N=C/c2ccc(N(C)C)cc2)nc1-c1ccc(C)cc1
-2	O=C1CC2(CCCC2)Oc2ccccc21
-2	COc1ccc(CCNC2CC(=O)N(CCc3ccc(OC)c(OC)c3)C2=O)cc1OC (stereo not given)
5	CCCCN(C(=O)C1CCCC1)C1CCS(=O)(=O)C1 (stereo not given)
-2	COC(=O)c1[nH]c2cc(OC)ccc2c1NC(=O)CN1CCOCC1
4	COCCn1nnnc1CN(CCCN1CCOCC1)Cc1cc2c(C)ccc(C)c2[nH]c1=O
14	COc1ccc(C=O)c2[nH]c3c(Cl)ncnc3c12
8	CCOc1ccc(/C=N/NC(=O)C(=O)N2CCCCCC2)c2ccccc12
-14	CNC(=O)c1[nH]cnc1C(=O)N[C@@H](C)C(=O)OC(C)(C)C
-3	O=C(OCC(=O)c1ccc[nH]1)c1ccc(S(=O)(=O)N2CCCCC2)cc1
-4	COC(=O)c1nc(NC(=O)c2ccc(C(C)(C)C)cc2)n[nH]1
0	Cc1ccc(/C=N/NC(=O)c2cc3c(ccc4ccccc43)o2)o1

Laid out differently: results already given.
compound	JMJD2C inh
Cc1cccc(-c2cc(C(=O)Nc3ccncc3)c3ccccc3n2)c1	5
CCCC[C@@H]1CNC(=S)N1CCCc1cc(OC)c(OC)c(OC)c1	4
O=C(NCC1CCCO1)c1onc(CSc2ccc(F)cc2)c1C(=O)O (stereo not given)	1

Further compounds.
JMJD2C inh	SMILES
-4	CN(C)S(=O)(=O)c1cccc(NC(=S)Nc2cccc3cnccc23)c1
-16	C[C@@H]1CC=C[C@H]2[C@H]1C(=O)N(Cc1ccccc1)[C@H]2c1ccc2ccccc2c1Br
-6	C=CCOc1ccc(/C=C2\SC(=S)N(C(C(=O)O)c3ccccc3)C2=O)cc1 (stereo not given)
-25	COc1ccc(C(=O)O)cc1NC(=S)NC(=O)c1ccc(-c2ccc(Cl)cc2)o1
-13	CCOC(=O)[C@H]1[C@H]2COc3ccc(Br)cc3[C@@H]2N2C(=O)c3ccc(C)cc3NC(=O)[C@@]12C
-6	CCC(C)NCCOc1ccc(C)cc1[N+](=O)[O-] (stereo not given)
-2	COc1ncccc1-c1nnn(-c2ccc(Cl)nc2)n1
-14	CCN(CC)Cc1c(O)c(Cl)cc2c(C)cc(=O)oc12
-12	CC1=N/C(=C/c2ccco2)C(=O)O1
-37	COc1cccc(OCC(=O)NNC(=O)c2ccc3ccccc3c2O)c1
18	Cc1csc(SCc2nc3sc4c(c3c(=O)[nH]2)CCC4)n1
2	CCOC(=O)[C@H]1[C@H]2COc3ccccc3[C@@H]2N2C(=O)c3ccc(Cl)cc3NC(=O)[C@@]12C
-7	CC(C)(C)OC(=O)NCCCC[C@H](NC(=O)c1nc[nH]c1C(=O)N1CCN(C(=O)OC(C)(C)C)CC1)C(=O)OC(C)(C)C
-7	CC(C)C(c1nnnn1CCc1ccccc1)N1CCN(C(=O)c2ccco2)CC1 (stereo not given)
0	COc1ccc(C2=NOC(C)(c3nnc(Cc4ccccc4)o3)C2)cc1 (stereo not given)
-6	COc1cc(NCc2ccccc2O)c2ncccc2c1
9	CCO[C@@H]1OC(C(=O)N2CCN(Cc3ccccc3)CC2)=C[C@H](c2ccc(Br)cc2)[C@H]1CCCO
-9	Cc1nnc(SCCn2c(N3CC(C)CC(C)C3)nc3c2c(=O)n(C)c(=O)n3C)s1 (stereo not given)
-2	COc1ccc(NC(=O)n2nc(OC(=O)c3cccs3)cc2N)cc1
-23	O=C(CC12CC3CC(C1)CC(CC(=O)NC1=NCCS1)(C3)C2)NC1=NCCS1

Sorted by formula weight (low to high): 5 of the compounds above.
JMJD2C inh	SMILES
-6	COc1cc(NCc2ccccc2O)c2ncccc2c1
18	Cc1csc(SCc2nc3sc4c(c3c(=O)[nH]2)CCC4)n1
0	COc1ccc(C2=NOC(C)(c3nnc(Cc4ccccc4)o3)C2)cc1 (stereo not given)
-6	C=CCOc1ccc(/C=C2\SC(=S)N(C(C(=O)O)c3ccccc3)C2=O)cc1 (stereo not given)
-9	Cc1nnc(SCCn2c(N3CC(C)CC(C)C3)nc3c2c(=O)n(C)c(=O)n3C)s1 (stereo not given)

Further results:
JMJD2C inh	SMILES
-1	O=C(C1=C[C@@H](C2CC2)C[C@@H](OCc2ccc(CO)cc2)O1)N1CCOCC1
-21	O=C1NN(c2ccccc2)C(=O)/C1=C\c1ccc(-c2cc([N+](=O)[O-])ccc2O)o1
19	CC(=O)c1ccc(NC(=O)c2cc3nc4c(c(C(F)(F)F)n3n2)CCCC4)cc1
2	CC(C)C(C(=O)N1CCN(C(=O)OC(C)(C)C)CC1)n1cc(-c2cn([C@@H](C)C(=O)N3CCN(C(=O)OC(C)(C)C)CC3)nn2)nn1 (stereo not given in full)
-9	COc1ccccc1NS(=O)(=O)c1ccc2c(c1)OCCO2
2	CN1\C(=C/C=C/C=C/C=[N+](C)C)C(C)(C)c2ccccc21
9	Cc1ccc(C(=O)NCCN2CCN(C(=O)c3ccc(C)c(C)c3)CC2)cc1C
1	O=C(NCC1COCCO1)c1ccc(OC2CCN(CCc3ccccc3)CC2)cc1 (stereo not given)
-11	CCOC(=O)c1c(NC(=S)Nc2ccc(Cl)cc2)sc(C)c1C
-3	CCCNC(=O)OC[C@H]1O[C@H](CCO/N=C/c2ccc(C(=O)N3[C@H](c4ccc(C)cc4)[C@@H](C)CC[C@H]3C(=O)OC)cc2)C=C[C@@H]1Oc1ccc(OC)cc1
3	Cc1cc(C)c(C(=O)NC2CC(C)(C)Cc3c2cnn3-c2cccc(F)c2)[nH]1 (stereo not given)
7	COc1ccc(S(=O)(=O)N2CCOC23CCN(S(=O)(=O)c2cccs2)CC3)cc1
-16	C=CCOC(=O)C1=C(C)Nc2[nH]c(=O)[nH]c(=O)c2C1c1cccc(OC)c1 (stereo not given)
17	O=C(O)/C=C/c1cnn(-c2ccccc2)c1
-7	CCC(=O)c1ccc(OCC(=O)O)cc1
10	C[C@@H]1CC=C[C@H]2[C@H]1C(=O)N(Cc1ccccc1)[C@H]2c1ccoc1
-2	Cc1ccccc1-c1n[nH]c(=S)n1/N=C/c1ccc(-c2ccccc2Br)o1
-6	O=C(Nc1ccccc1)C1=C[C@@H](C2CC2)C[C@@H](OCCCCO)O1
-9	CCc1sc(C(=O)Nc2nc(C)cs2)cc1C
12	CCN(CC)c1ccc(-c2nn3c(-c4cccnc4)nnc3s2)cc1

Some of the entries so far, tab-delimited.
SMILES	JMJD2C inh
C[C@@H]1CC=C[C@H]2[C@H]1C(=O)N(Cc1ccccc1)[C@H]2c1ccoc1	10
Cc1ccccc1-c1n[nH]c(=S)n1/N=C/c1ccc(-c2ccccc2Br)o1	-2
O=C(Nc1ccccc1)C1=C[C@@H](C2CC2)C[C@@H](OCCCCO)O1	-6
CCc1sc(C(=O)Nc2nc(C)cs2)cc1C	-9

Continuation.
JMJD2C inh	SMILES
-25	COCCNC(=O)c1onc(CS(=O)(=O)c2cc(C)cc(C)c2)c1C(=O)NCCOC
-20	CCCNC(=O)c1ccc(N2CCC3(CC2)CC(c2cccc(Br)c2)=NO3)c(NC(=O)c2ccco2)c1
-22	O=C(/C=C/c1ccc2c(c1)OCO2)NCCSCc1ccc(Cl)cc1Cl
4	CCCCN1CC[C@H]2C=CC[C@@H](C(=O)Nc3ccc(Cl)c(C(F)(F)F)c3)[C@H]2C1=O
-1	Cc1ccc(S(=O)(=O)N(Cc2ccc([N+](=O)[O-])cc2)C(=O)N2CCN(C)CC2)cc1
-2	C=CCN1C(=O)/C(=C/c2ccc(N(C)C)cc2)S/C1=N\c1nnc(CC)s1
5	CCCCCCCCCNC(=O)[C@H](NC(=O)COc1ccccc1)[C@@H]1NC(C(=O)OC)C(C)(C)S1 (stereo not given in full)
10	CC1CN(S(=O)(=O)c2cccc(C(=O)Nc3ccc(S(=O)(=O)Nc4ncccn4)cc3)c2)CC(C)O1 (stereo not given)
3	O=C(C1=C[C@@H](C2CC2)C[C@@H](OCCCCO)O1)N1CCN(Cc2ccc3c(c2)OCO3)CC1
-9	N#Cc1c(-c2cccs2)nc(SCc2ccc(Cl)cc2)[nH]c1=O
u	Cc1cc(C(C)(C)C)oc1C(=O)N1CCN(C(=O)c2oc(C(C)(C)C)cc2C)CC1
-9	O=C(c1cccc(OC2CCN(Cc3ccc(F)cc3)CC2)c1)N1CCCC1
-20	Cn1c(N)cc(=O)n(Cc2ccccc2)c1=O
13	CCOc1ccc(NC(=O)Nc2cc(C(C)C)ccc2C)cc1
119	N#CC(C(=O)OC1CCCCC1)c1nc2ccccc2nc1N1CCCCC1 (stereo not given)
-16	N=c1n(Cc2ccccc2)c2ccccc2n1CC(O)COc1ccc(Cl)cc1Cl (stereo not given)
1	CCC(=O)N1CCN(c2ccc(NC(=O)c3ccc([N+](=O)[O-])o3)cc2Cl)CC1
-8	Cc1ccc2cc3c(N)c4c(C)ccc(C)c4nc3nc2c1
1	CCO[C@@H]1OC(C(=O)NCc2ccccc2)=C[C@H](C2CC2)[C@H]1CCCO
0	CN(C)CCCN(C(=O)/C=C/c1cccs1)c1nc2c(F)cccc2s1
-8	CCn1c(SCC(=O)NCCOC)nc2sc(C)c(C)c2c1=O
7	COc1ccc(OC)c(/C=C/c2[nH]c(=O)[nH]c(=O)c2[N+](=O)[O-])c1

These rows are one share of the data; count on the stated rates, not on these rows.
